Assay outcomes: PubChem BioAssay, Broad Institute
C2C12 statin = suppressors of simvastatin-induced myotoxicity in C2C12 myotubes; 0.78% of 330,000 active; rescue of ATP level, % at 7.49 µM; ATP luminescence, 48 h; scaled: DMSO 0, geranylgeraniol control 100;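 active means mean ATP rescue above about 67%, or every replicate alone reaching that limit, limit read from the data, passing the limit was not always enough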;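 further: myotubes were challenged with 10 µM simvastatin during compound exposure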
FN deposit inh = fibronectin deposition inhibition. inhibition, % at 12.6 µM. AID 743247. AH1F fibroblasts, Alexa488-fibronectin deposition fluorescence, overnight. 0.086% of 350,000 active;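 active means mean inhibition across replicates of 30% or more, regardless of how many single replicates reach that level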;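 further: positive control wells lacked labelled fibronectin entirely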
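Schedule: 1 h cell adhesion before compound, then overnight fibronectin incubation; test system: AH1F fibroblast monolayer depositing Alexa488-labelled fibronectin into matrix; quantity: 10000 AH1F cells per well; probe or stimulus: fluorescent fibronectin at 24 nM final; signal: fluorescence, ex 485 nm, em 525 nm; evaluation: percent inhibition as loss of matrix-bound fibronectin fluorescence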
LGR2 antag = Drosophila LGR2 receptor signaling inhibition. 0.35% of 380,000 active. inhibition, % at 9.99 µM. HEK293 LGR2, CRE-luciferase, bursicon-stimulated, 4 h;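 active means drop in luminescence signal, shown as inhibition above about 50% in the replicate tests, limit read from the data, passing the limit was not always enough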;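 further: agonist challenge used bursicon conditioned medium at about half maximal strength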
S100A4 MyoIIA = inhibitors of human S100A4 binding to myosin IIA peptide. P26447. S100A4/TAMRA-MyoIIA peptide fluorescence polarization. inhibition, % at 10.7 µM. 0.14% of 360,000 active. AID 652163;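 active means mean inhibition of at least 70% across replicates, with every replicate also reaching that level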
Target sequence (P26447 whole entry, looked up): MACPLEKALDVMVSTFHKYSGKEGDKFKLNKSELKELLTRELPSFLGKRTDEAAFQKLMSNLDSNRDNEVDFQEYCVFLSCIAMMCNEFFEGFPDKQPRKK
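Test system: S100A4 monomer protein. Medium: HEPES buffer with Ca2+, pH 7.2. Reagent: fluorescent myosin IIA peptide, 5 nM. Compound dosing: single-point compound testing. Timing: 5 min between mix addition and reading. Benchmarks: DMSO neutral and TFP positive wells.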
CASP6 VEID inh = inhibitors of human caspase-6; P55212; 0.53% of 350,000 active; inhibition, % at 12.5 µM; purified caspase-6, Z-VEID-R110 cleavage fluorescence;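 active means mean inhibition across replicates at least about 35%, with every replicate also reaching that limit, limit read from the data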;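 further: 0% = median of neutral control wells and 100% = no fluorescence left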
Target sequence (P55212 24-179 limits assumed): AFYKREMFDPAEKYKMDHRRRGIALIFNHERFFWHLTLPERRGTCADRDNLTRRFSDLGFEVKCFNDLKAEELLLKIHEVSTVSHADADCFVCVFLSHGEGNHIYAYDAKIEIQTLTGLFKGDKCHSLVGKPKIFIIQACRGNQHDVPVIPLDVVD
Target sequence (P55212 194-293 limits assumed): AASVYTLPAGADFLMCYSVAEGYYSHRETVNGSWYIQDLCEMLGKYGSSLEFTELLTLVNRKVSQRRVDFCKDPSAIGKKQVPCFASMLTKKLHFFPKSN
esBAF inh = blocks esBAF chromatin remodeling in mouse ES cells; Bmi1-luciferase knock-in reporter, 24 h; 100% = twice the neutral-well signal; reporter increase, % at 12.5 µM; 2% of 350,000 active; in the data active means activation above about 40%;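 further: 0% = median of the plate's neutral control wells and 100% = double that signal; a rise in the Bmi1 reporter signal indicates esBAF inhibition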
SIRT5 inh = inhibitors of human sirtuin-5 desuccinylase; Q9NXA8; Purified SirT5, succinyl-peptide AMC, trypsin-coupled fluorescence; inhibition, % at 15 µM; 1.1% of 330,000 active; in the data active means inhibition above about 15%
Target sequence (Q9NXA8 whole entry, looked up): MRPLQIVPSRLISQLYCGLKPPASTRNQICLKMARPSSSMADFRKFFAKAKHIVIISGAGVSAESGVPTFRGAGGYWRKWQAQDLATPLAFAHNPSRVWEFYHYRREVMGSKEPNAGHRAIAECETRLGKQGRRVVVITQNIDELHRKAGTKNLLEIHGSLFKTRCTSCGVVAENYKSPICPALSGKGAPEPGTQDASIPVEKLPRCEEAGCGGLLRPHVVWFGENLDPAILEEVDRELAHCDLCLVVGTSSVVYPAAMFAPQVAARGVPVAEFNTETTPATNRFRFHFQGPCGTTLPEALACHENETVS
* = called active by the depositor; · = no result given; & = joins results of further samples. Not all compounds are listed, so the mix of outcomes need not match the whole.

SMILES	C2C12 statin	FN deposit inh	LGR2 antag	S100A4 MyoIIA	CASP6 VEID inh	esBAF inh	SIRT5 inh
CC(Sc1nnc(NC2CC2)s1)C(=O)Nc1ccc(N2CCOCC2)cc1 (configuration not stated)	·	-3	20	2	2	·	2
O=C(COC(=O)c1ccc2c(c1)OCCO2)NCc1ccccc1Cl	7	-3	-5	-10	-1	-2	-3
O=C(NCCSCc1ccccc1)c1cc(S(=O)(=O)N2CCOCC2)ccc1F	-3	1	·	·	·	-5	·
CCc1noc(C)c1C(=O)N1CCCC(C(=O)c2ccc(OC)c(F)c2)C1 (configuration not stated)	·	2	·	-2	-8	·	-3
COc1ccc2nc(SCC(=O)NCc3ccccc3)[nH]c2c1	1	7	5	-6	4	-7	-1
COC(=O)c1ccc(N2C(c3cc(OC)cc(OC)c3)=Cc3ccc(OC)cc3C2CC(=O)c2ccco2)cc1 (configuration not stated)	·	3	5	4	-2	·	-3
Cc1ccccc1OCC(=O)OCC(=O)c1cc(C)n(C2CC2)c1C	-11	-7	7	0	2	1	-7
Cc1cc(C)nc(NC2=NCC(=O)N2c2cccc(Cl)c2)n1	-4	-3	·	·	·	-4	·
CCSc1nc2c(c(=O)[nH]1)C(c1ccc(C)cc1)C1=C(CCCC1=O)N2 (configuration not stated)	·	6	·	-3	1	·	-6
CCSc1nnc(NC(=O)CSc2nc3c(c(=O)n2C)SC(C)C3)s1 (configuration not stated)	16	·	12	·	·	-2	·
S=C(NC1CCCC1)N1CCN(c2ncccn2)CC1	·	·	-4	0	0	·	0
Cc1ccc2c(c1)sc1nc(=O)n(-c3cccc(Cl)c3)c(=O)n12	4	-3	·	·	·	69*	·
Cc1nn(C)cc1NC(=O)C[C@@H]1CC[C@H]2[C@H](COc3ccc(NC(=O)C4CCOCC4)cc3C(=O)N2C)O1	-1	-16	4	-4	2	0	-1
CC(NC(=O)COC(=O)c1ccc(Cl)cc1O)c1ccc(F)cc1 (configuration not stated)	-3	-10	·	1	1	3	-6
CN1CCN(c2ccccc2NC(=O)c2ccc(F)cc2)CC1	·	-2	-10	1	-2	·	-3
CC(=O)N1CCc2c(sc(NC(=O)Cc3ccccc3)c2C#N)C1	2	-4	4	-4	0	3	-1
O=C(NC1Cc2ccccc2C1)[C@H]1[C@H](CO)[C@H]2Cn3c(cccc3=O)[C@@H]1N2C(=O)CC1CC1	28	·	1	7	2	-6	2
Cc1cccc(OCC(=O)NCCNC(=O)c2cnccn2)c1	2	0	8	-2	3	-6	-5
Cc1ccc(/C=C/C(=O)O)cc1S(=O)(=O)N1CCCc2ccccc21	·	2	-8	8	3	·	0
O=C(C1=C[C@@H](c2ccccc2)C[C@@H](OCc2ccc(CO)cc2)O1)N1CCN(Cc2ccc3c(c2)OCO3)CC1	-14	-4	3	4&2&-2	-3&-1&-2	5	-4&-1
C/C(=N\Nc1cc(C(F)(F)F)ccc1Cl)c1ccncc1	-117	4	-9	-6	0	-4	1
C[C@@H]1CN([C@@H](C)CO)C(=O)c2cccc(NC(=O)Nc3ccc4c(c3)OCO4)c2O[C@@H]1CN(C)S(=O)(=O)c1cccs1	9	·	16	3	0	5	-1
CCOC(=O)N1CCN(c2ccccc2OC)CC1	·	-8	-3	4	1	·	-2
CCCCN(CC)c1nc(N)c(C#N)c(CC#N)c1C#N	7	-3	·	·	·	4	·
CCC(=O)N(C)C[C@H]1Oc2ncc(C#Cc3ccccc3)cc2C(=O)N([C@@H](C)CO)C[C@H]1C	-1	-6	13	-4	4	2	-7

Reformatted with two lines to a compound: part of the list above
The line under a structure holds: C2C12 statin | FN deposit inh | LGR2 antag | S100A4 MyoIIA | CASP6 VEID inh | esBAF inh | SIRT5 inh
- Cc1cc(C)nc(NC2=NCC(=O)N2c2cccc(Cl)c2)n1
 : -4 | -3 | · | · | · | -4 | ·
- Cc1ccccc1OCC(=O)OCC(=O)c1cc(C)n(C2CC2)c1C
 : -11 | -7 | 7 | 0 | 2 | 1 | -7

Following part
SMILES	C2C12 statin	FN deposit inh	LGR2 antag	S100A4 MyoIIA	CASP6 VEID inh	esBAF inh	SIRT5 inh
COc1cccc(NC(=O)N(C)C[C@H]2OCc3ccccc3-c3ccccc3C(=O)N([C@H](C)CO)C[C@@H]2C)c1	3	2	-6	7	0	5	1
CO[C@H](C(=O)N(C)C[C@@H]1OCc2ccccc2-c2c(n(C)c3ccccc23)C(=O)N([C@H](C)CO)C[C@@H]1C)c1ccccc1	0	6&-3	7	-1	-2	6	-3
Cc1nn(Cc2noc(C(=O)NCCc3ccccn3)n2)c(C)c1Br	-4	-1	0	-3	-1	-3	-3
O=C(Nc1nc2ccc(S(=O)(=O)N3CCCC3)cc2s1)c1ccco1	·	-29	13	-3	-2	·	5
COc1ccccc1-c1noc(CCC(=O)Nc2ccccc2Cl)n1	-4	·	0	-21	0	12	-4
CC1(C)CC(=O)C2=C(C1)N(c1ccc(F)cc1)C(=O)CC2c1ccccc1 (configuration not stated)	-8	8	·	·	·	-6	·
CC(OC(=O)CCN=C1NS(=O)(=O)c2ccccc21)C(=O)c1ccccc1 (configuration not stated)	5	1	11	-4	1	-2	1
CCOc1[nH]n(-c2ccc(Cl)cc2)c(=O)c1C=NCC(=O)OC	3	2	22	-16	-2	1	0
O=C(CCc1nnc2ccc(N3CCC4(CC3)OCCO4)nn12)Nc1ccc(F)cc1	-6	13	11	-5	2	-5	3
C/C(N)=C(/C#N)C(=O)CSc1nnc(-c2ccc3c(c2)OCO3)o1	37	·	8	5	-4	-38	-6
C[C@@H]1CN([C@H](C)CO)C(=O)c2cc(NC(=O)Cc3ccccc3)ccc2O[C@@H](C)CCCCO[C@H]1CN(C)S(C)(=O)=O	24	·	10	-2	-2	-4	0
COc1ccc(NC(=O)N(C)C[C@H]2Oc3ccc(NC(=O)CCN4CCOCC4)cc3CC(=O)N([C@H](C)CO)C[C@H]2C)cc1	0	·	4	4	0	-1	-19
Clc1cc2c(nn1)Nc1ccccc1S2	26	-9	0	-2	3	32	0
O=C(C[C@@H]1CC[C@H]2[C@@H](COC[C@@H](O)CN2S(=O)(=O)c2ccc(F)cc2)O1)N[C@H]1CCN(Cc2ccccc2)C1	2	-8	2	-8	-2	-3	3
Cc1ccc(OCc2n[nH]c(=S)n2-c2ccc(C)cc2)cc1	·	22	11	3	5	·	0
O=C(O)C1CCCN(S(=O)(=O)c2cccs2)C1 (configuration not stated)	-4	·	23	·	·	-6	·
O=C(O)CCCCCNC(=O)CCn1cnc2ccccc2c1=O	-10	-3	·	·	·	-3	·
O=[N+]([O-])c1cc(Br)c(Nc2ccccc2)c([N+](=O)[O-])c1	-45	-13	-16	0	-1	-34	-10
O=C(COC(=O)/C=C/c1ccc([N+](=O)[O-])cc1)Nc1ccc2[nH]c(=O)[nH]c2c1	9	13	1	-4	-1	-5	0
CCN(Cc1nc2ccccc2c(=O)[nH]1)Cc1nc2cc(OC)c(OC)cc2c(=O)[nH]1	-15	-25	·	·	·	-9	·
O=c1[nH]c2cc3ccccc3cc2nc1C(F)(F)F	6	-4	-6	-2	4	5	3
O=S(=O)(c1ccccc1)N1N=C(c2ccc(O)cc2)CC1c1ccco1 (configuration not stated)	1	-5	11	-22	-1	12	2
O=C1NC(=S)N/C1=C/c1cc2c(cc1[N+](=O)[O-])OCO2	-1	3	3	-4	12	-5	0
COCCCNC(=O)c1csc([C@@H]2C[C@H](O)[C@@H](CO)O2)n1	9	·	11	2	1	4	-3
COc1ccc(COCC23N=C4SCC(=O)N4[C@H](c4ccccc4O2)[C@H]3COC(=O)c2ccccc2)cc1	·	·	·	5	0	·	1

The listing continues.
SMILES	C2C12 statin	FN deposit inh	LGR2 antag	S100A4 MyoIIA	CASP6 VEID inh	esBAF inh	SIRT5 inh
Cc1ccc(C)c(NC(=O)C2Cc3ccccc3CN2C(=O)OCc2ccccc2)c1 (configuration not stated)	20	-2	·	·	·	17	·
CCN1C(=O)/C(=C2\SC(N3CCOCC3)=NC2=O)c2ccccc21	-1	-11	13	4	-1	7	-3
C=C(C)CSc1nc2sc3c(c2c(=O)n1-c1ccccc1)CCN(C)C3	·	-4	2	-4	1	·	-7
CCc1ccc(N(C(=O)c2csnn2)C(C(=O)NC(C)(C)C)c2cccnc2)cc1 (configuration not stated)	·	-2	-1	1	-5	·	0
CNC[C@H]1Oc2c(NC(=O)c3ccc(-c4nccs4)cc3)cccc2C(=O)N([C@H](C)CO)C[C@H]1C	-7	7	-6	-24	0	3	28*
O=C(c1cc(S(=O)(=O)N2CCCCC2)ccc1N1CCOCC1)N1CCN(Cc2ccccc2)CC1	·	5	12	2	1	·	1
O=C(O)c1ccc(S(=O)(=O)c2ccc(Sc3ccc(C(=O)O)c(C(=O)O)c3)cc2)cc1	-6	-9	22	-1	5	-1	4
CC(C)NC(=O)N(C)C[C@H]1Oc2ccc(N(C)C)cc2CC(=O)N([C@H](C)CO)C[C@@H]1C	31	·	9	0	1	-7	3
Cc1ccc(CNCC(=O)Nc2ccc(N3CCOCC3)cc2)cc1	0	-3	-5	3	2	-1	-2
CCCCn1c(N)c(N(Cc2ccccc2OC)C(=O)CSCC(=O)Nc2ccc(C)cc2)c(=O)[nH]c1=O	6	1	-6	-2	-2	2	-2
COC(=O)C1=C(C(=O)OC)SC(=C2C(=S)C(C)(C)N(C(=O)C3CC3)c3ccccc32)S1	2	1	·	·	·	0	·
O=C(Nc1ncc2c(n1)-c1ccccc1OC2)c1ccc(Cl)cc1	-1	-9	·	·	·	-1	·
CCCCC[C@@H](C)N1C[C@@H](COCc2ccccc2)Oc2cc(N3CCC[C@H]3CO)ccc2S1(=O)=O	·	-17	3	3	-1	·	1
Cc1ccccc1NC(=O)CON=C(N)c1ccccc1	5	1	0	14	1	0	-8
COc1ccc(S(=O)(=O)NC2CCCCC2)c(C)c1C	14	·	-7	·	·	-2	·
COc1ccc(-c2ccccc2[C@@H]2[C@@H](CO)N(C(=O)C3CCC3)[C@H]2C#N)cc1	·	1	0	52	·	·	10
CNC[C@H]1OCCCC[C@H](C)Oc2ccc(NC(=O)c3ccccc3)cc2C(=O)N([C@H](C)CO)C[C@H]1C	18	·	-9	·	·	-5	·
CN(C)c1ccnc(-n2cccc2/C=N/O)c1C#N	·	-10	-14	9	-1	·	1
CC1(C(=O)Nc2cccc(OC(F)(F)F)c2)Cc2c(-c3ccc4c(c3)OCO4)ccnc2O1 (configuration not stated)	4	34*	7	-1	-3	-7	·
O=C(CCNC(=O)c1ccc([N+](=O)[O-])cc1)NCC1COc2ccccc2O1 (configuration not stated)	·	7	-9	1	0	·	-3
Cc1ccc(-n2cccc2/C=C2\C(=N)N3N=C(c4ccco4)SC3=NC2=O)cc1	·	2	5	-13	0	·	3
CC(=O)N(C)C[C@H]1Oc2cc(-c3ccccc3)ccc2S(=O)(=O)N([C@@H](C)CO)C[C@@H]1C	8	-1	-2	-7	1	8	-5
Cc1cccc(NC(=S)N2CCC(C(=O)c3ccc(F)cc3)CC2)c1	11	11	·	2	-3	-6	0
CCOC(=O)c1c(C)[nH]c(C)c1C(=O)COC(=O)CCOc1ccccc1OC	5	·	-3	·	·	-4	·
O=C(O)c1cccc2c1C(=O)c1cc(Br)ccc1S2(=O)=O	13	0	-18	-12	1	-10	·
O=C(O)c1ccc(C=NNC(=O)c2cccc3ccccc23)cc1	·	10	-4	0	-6	·	-6
CCc1ccc(N2CC(C(=O)Nc3ccc(S(=O)(=O)N4CCOCC4)cc3)CC2=O)cc1 (configuration not stated)	8	·	14	-11	0	10	8
CN1CCN(CCc2nc3cc(NC(=O)c4ccco4)ccc3n2C)CC1	·	-3	5	2	-8	·	-4

Four compounds already listed, ordered by molar mass, high to low:
SMILES	C2C12 statin	FN deposit inh	LGR2 antag	S100A4 MyoIIA	CASP6 VEID inh	esBAF inh	SIRT5 inh
Cc1ccc(C)c(NC(=O)C2Cc3ccccc3CN2C(=O)OCc2ccccc2)c1 (configuration not stated)	20	-2	·	·	·	17	·
CCOC(=O)c1c(C)[nH]c(C)c1C(=O)COC(=O)CCOc1ccccc1OC	5	·	-3	·	·	-4	·
CCN1C(=O)/C(=C2\SC(N3CCOCC3)=NC2=O)c2ccccc21	-1	-11	13	4	-1	7	-3
COc1ccc(S(=O)(=O)NC2CCCCC2)c(C)c1C	14	·	-7	·	·	-2	·
